NIH3T3 tox: NIH 3T3 cell cytotoxicity; NIH 3T3 viability, CellTiter-Glo ATP luminescence, 48-72 h; Potency, µM (titrated, usually from 96.7 µM), without a hit: at the highest dose activity change, negative = cytotoxicity, usual class: inhibitors; 94,000 compounds, 4.3% hits; AID 1345082; further: potency means the concentration at half of the fitted maximal effect; nearly all actives have a fitted effect of over 55% in size
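Cytotoxicity is measured as loss of cellular ATP: NIH 3T3 cells (400/well) are exposed to compound for 48 or 72 hr at 37 °C, then CellTiter-Glo luminescence is imaged after 10 min at room temperature.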
Luciferase inh: inhibitors of firefly (Photinus pyralis) luciferase. AID 1347043. Potency, µM (doses to about 115 µM), for the others: at the top dose activity change, negative = inhibition, most hits filed as inhibitors. P08659. 76,000 compounds, 2.5% hits. purified P. pyralis luciferase, luminescence, biochemical; further: potency means the concentration at half of the fitted maximal effect; nearly all actives have a fitted effect of over 65% in size
Target sequence (P08659 whole entry, looked up): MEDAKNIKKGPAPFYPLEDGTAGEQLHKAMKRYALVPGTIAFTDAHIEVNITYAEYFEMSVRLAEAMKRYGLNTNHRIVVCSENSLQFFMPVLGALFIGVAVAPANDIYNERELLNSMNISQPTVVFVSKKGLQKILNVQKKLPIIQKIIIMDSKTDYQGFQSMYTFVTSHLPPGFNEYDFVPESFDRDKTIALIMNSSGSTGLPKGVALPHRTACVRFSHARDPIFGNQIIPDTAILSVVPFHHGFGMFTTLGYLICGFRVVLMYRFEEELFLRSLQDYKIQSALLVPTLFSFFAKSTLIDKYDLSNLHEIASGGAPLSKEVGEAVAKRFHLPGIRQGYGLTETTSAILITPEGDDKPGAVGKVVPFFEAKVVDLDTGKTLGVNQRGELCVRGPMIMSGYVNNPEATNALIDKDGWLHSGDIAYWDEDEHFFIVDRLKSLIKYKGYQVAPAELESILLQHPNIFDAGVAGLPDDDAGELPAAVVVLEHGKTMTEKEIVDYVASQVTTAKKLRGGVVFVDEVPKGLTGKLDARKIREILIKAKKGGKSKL
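Luminescence read by CCD imager after adding enzyme (10nM final) to wells holding compound, titrated in qHTS. Substrates 10uM each D-luciferin and ATP; buffer 50mM Tris acetate pH 7.5, 10mM Mg acetate, Tween-20, BSA.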
IP6K1 inh: inhibitors of human IP6K1; 140,000 compounds, 0.81% hits; Q92551; IP6K1 kinase, ADP-Glo luminescence, 2 h; active compounds read low; activity change, % (series mostly up to about 58 µM); in the data active means activity change below about -25%
Target sequence (Q92551 whole entry, looked up): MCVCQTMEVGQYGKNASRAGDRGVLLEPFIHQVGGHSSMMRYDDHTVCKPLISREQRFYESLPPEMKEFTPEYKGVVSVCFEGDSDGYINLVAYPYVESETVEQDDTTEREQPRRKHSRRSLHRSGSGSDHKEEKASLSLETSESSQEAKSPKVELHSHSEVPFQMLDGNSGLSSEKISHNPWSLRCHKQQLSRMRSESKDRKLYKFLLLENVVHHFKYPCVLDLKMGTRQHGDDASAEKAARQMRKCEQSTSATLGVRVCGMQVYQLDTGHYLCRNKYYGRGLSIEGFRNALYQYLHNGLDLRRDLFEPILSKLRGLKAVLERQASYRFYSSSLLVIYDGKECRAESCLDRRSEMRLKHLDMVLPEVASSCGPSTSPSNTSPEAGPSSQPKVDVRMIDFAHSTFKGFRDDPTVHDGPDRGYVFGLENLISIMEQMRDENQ
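ADP-Glo luminescence measures ADP made by human IP6K1 during a 2 h RT reaction with ATP/IP6 (mix at 1.3 mM/130 uM); top library doses 57.5 and 19.1 uM final.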
GPT2 inh: inhibitors of human GPT2 alanine aminotransferase; 100,000 compounds, 0.25% hits; Q8TD30; Potency, µM (titrated, usually from 57.7 µM), for the others: top-dose activity change, negative = inhibition, usual class: inhibitors; AID 1671188; Recombinant GPT2, coupled pyruvate oxidase/HRP Amplex Red fluorescence; further: potency means the concentration at half of the fitted maximal effect; nearly all actives have a fitted effect of over 60% in size; many of its hits are not listed in these tables
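Inhibition is scored from Amplex Red fluorescence generated when pyruvate oxidase and HRP act on pyruvate released by GPT2. Reactions contain 10ng/uL enzyme, 250uM a-KG and 2mM L-alanine and run 30 min at room temperature.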
HEK293 tox: cytotoxic compounds in HEK 293 cells; HEK 293 viability, ATP luminescence (CellTiter-Glo), 48-72 h; Potency, µM (series often up to 115 µM), without a hit: at the highest dose activity change, negative = cytotoxicity, actives largely listed as inhibitors; 94,000 compounds, 6.6% hits; further: potency means the concentration at half of the fitted maximal effect; nearly all actives have a fitted effect of over 60% in size
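ATP-coupled CellTiter-Glo luminescence served as viability read-out, recorded 10 min after reagent addition at room temperature. HEK 293 cells, 250 cells/well, had been incubated with pintool-transferred compound for 48 or 72 hr at 37 degree Celsius.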
SNCA viab count: cell viability loss counter-screen. Potency, µM (titrated, usually from 57.1 µM), for the others: at the top dose activity change, negative = cytotoxicity, usual class: cytotoxic. HEK-293-SNCA-luc viability, GF-AFC fluorescence, 24 h. 150,000 compounds, 0.12% hits. AID 1671193;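 further: potency means the concentration at half of the fitted maximal effect; 0% = DMSO-treated cells and -100% = medium-only wells without cells; nearly all actives have a fitted effect of over 30% in size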
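Cytotoxicity counterscreen: after 24 h compound treatment of genome-edited SNCA-luciferase HEK-293 cells, live-cell protease substrate GF-AFC read by fluorescence after 30 min; activity scaled between DMSO (0%) and medium-only (-100%), curves Hill-fitted.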
SNCA expr inhib: inhibitors of alpha-synuclein (SNCA) gene expression | HEK-293 SNCA-luciferase knock-in, luminescence, 24 h | 140,000 compounds, 0.17% hits | Potency, µM (titrated, usually from 57.2 µM), inactives show at the top dose activity change, negative = inhibition, actives largely listed as inhibitors;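 further: potency means the concentration at half of the fitted maximal effect; plate controls were DMSO cells for no effect and cell-free wells for full effect; nearly all actives have a fitted effect of over 45% in size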
Numbers without * were called inactive; i = inactive; u = inconclusive; x = not tested or not shown; & = joins results of further samples; [ ] = dose if it differs, or a comment. Unless noted, the call rests on the fitted dose curve; in most records, active means well fitted curve in the direction sought with a large enough effect; inconclusive means small, poorly fitted or top-dose-only effect, or another doubt; inactive means no such curve, though single readings can be large; an effect the other way counts as inactive or inconclusive. Unless noted, on the % scale 0 is the no-effect control and ±100 the full control effect. A portion of the library. The share of hits here may be higher or lower than overall.

SMILES	NIH3T3 tox	Luciferase inh	IP6K1 inh	GPT2 inh	HEK293 tox	SNCA viab count	SNCA expr inhib
COC1CC(OC2CCC3(C=O)C(CCC4C3CCC3(C)C(C5=CC(=O)OC5)CCC43O)C2)OC(C)C1O (stereo unspecified)	x	x	13.7	i	x	u	x
C=C[C@H]1CN2CC[C@H]1C[C@@H]2CNCc1ccc(N(C)C)cc1	u	-0.2%[172 µM]	-8.3	-7.6%[88.5 µM]	u	-11.2%[87.6 µM]	-24.8%[87.6 µM]
CCCCOC(=O)N1C[C@H](C(=O)OCC)[C@H]2c3ccccc3N(C)C(=O)[C@]21C	u	x	5.2	u	-18.1%[57.5 µM]	-5.5%[23.9 µM]	u
CCn1c(C2CCNCC2)nn(C)c1=O	i	0.2%	8.5	i	i	-0.1%	9.5%
CCCS(=O)(=O)NC[C@H]1C[C@@H]2CCN1C[C@@H]2c1cc(C(CC)CC)nc(-c2ccncc2)n1	u	-7.3%	10.9	-16.9%	u	0.3%	7.6%
CCOC(=O)[C@H]1CN(C(=O)NC2CCCC2)[C@]2(C)C(=O)Nc3ccccc3[C@H]12	u	x	7.1	5.0%[27.3 µM]	u	-0.1%[23.9 µM]	18.1%[25.6 µM]
Cc1c(C(c2ccc(Br)cc2)c2c(O)c3ccccc3oc2=O)c(=O)n(-c2ccccc2)n1C (stereo unspecified)	x	x	3.5	x	x	4.0%	17.5%
Cc1cccc(C(=O)N2[C@H]3CC[C@@H]2c2cnc(-c4ccccc4)nc2C3)c1	u	2.3%	16.5	i	u	2.1%	-27.7%
O=[N+]([O-])c1cccnc1N1CC2CCC(C1)N2CC(F)(F)F	-15.3%	x	-4.6	2.9%	-12.7%	-6.5%	11.7%
C/C=C(\C)C(=O)OC1CC2C(C)(C)OC(=O)CC(OC(C)=O)C2(C)C2CC(OC(=O)C(C)C)C3(C)C(c4ccoc4)CC4OC43C12C (stereo unspecified)	x	x	18.2	-0.8%[17.1 µM]	x	-11.1%[23.9 µM]	x
COc1ccccc1-c1ccc(N2CC3CC(C2)c2cccc(=O)n2C3)nn1 (stereo unspecified)	-1.0%	-1.0%	1.2	4.9%	1.7%	0.0%	14.6%
CC(=O)N1C[C@@H]2C[C@H](C1)c1ccc(NC(=O)Nc3ccccc3)c(=O)n1C2	i	-15.1%[172 µM]	-5.6	-16.8%[88.5 µM]	i	-3.2%[87.6 µM]	-21.1%[87.6 µM]
CSc1cccc(NC(=O)NC[C@H]2C[C@@H]3CCN2C[C@@H]3CN2CCC(Cc3ccccc3)CC2)c1	25.1µM*	11.3%	-10.3	1.4%	u	-0.4%	-0.6%
Cc1cccc(OCC(=O)N2CCN(CCc3ccccn3)CC2)c1	x	x	-15.3	x	x	2.2%	47.2%[activator]
COc1ccc2c(C(=O)c3ccc(Cl)cc3)c(C)n(CC(=O)O)c2c1	x	x	-19.0	2.2%	x	9.6%	72.0%[25.6 µM]
CN1C2CCC1CC(OC(c1ccccc1)c1ccccc1N)C2 (stereo unspecified)	x	x	x	2.3%	x	-6.1%	-3.5%
CN(C)[C@@H]1CN(C(=O)Cc2ccc(F)cc2)C[C@H]1CO	1.1%	-7.1%	-1.4	-6.8%	i	u	19.3%
CC(=O)N1CC(=O)Nc2ccc(F)cc2C1c1ccccc1 (stereo unspecified)	x	x	-24.6	x	x	0.3%	-12.7%
CC[C@H](O)C(C[C@H](C)N(C)C)(c1ccccc1)c1ccccc1	x	x	-15.7	4.6%[88.5 µM]	x	40.4%	49.0%
O=C1Nc2ccccc2C12CCN(Cc1cccnc1)CC2	-15.3%	x	-3.4	-2.5%	-0.3%	-8.6%	13.2%
CC[N+]1(C)CCCC(OC(=O)C(O)(c2ccccc2)c2ccccc2)C1 (stereo unspecified)	x	x	19.4	i	x	18.5%[23.9 µM]	-43.4%[25.6 µM]
C=C(C)C(=O)O[C@H]1[C@@H]2[C@H](C)C(=O)O[C@@H]2C[C@@H](C)[C@@H]2C=CC(=O)[C@]21C	x	x	-4.8	3.9%[27.3 µM]	x	4.65µM*	x
CCOc1ccc(CN(CCc2ccc3c(c2)OCO3)Cc2cccc(OC)c2)cc1	x	x	-31.2*	x	x	12.0%	-11.1%
OC1(c2ccc(Cl)cc2)c2ccccc2C2=NCCN21 (stereo unspecified)	x	x	-1.9	i	x	-1.4%	x
COc1cc2c(cc1OCc1ccncc1)NC(=O)C21CCN(c2ccccn2)CC1	u	-5.0%[172 µM]	-10.8	4.0%[88.5 µM]	u	-16.0%[87.6 µM]	0.7%[87.6 µM]

Shown as labelled records: part of the list above
CC(=O)N1CC(=O)Nc2ccc(F)cc2C1c1ccccc1 (stereo unspecified)
  NIH3T3 tox: x
  Luciferase inh: x
  IP6K1 inh: -24.6
  GPT2 inh: x
  HEK293 tox: x
  SNCA viab count: 0.3%
  SNCA expr inhib: -12.7%
CC[C@H](O)C(C[C@H](C)N(C)C)(c1ccccc1)c1ccccc1
  NIH3T3 tox: x
  Luciferase inh: x
  IP6K1 inh: -15.7
  GPT2 inh: 4.6%[88.5 µM]
  HEK293 tox: x
  SNCA viab count: 40.4%
  SNCA expr inhib: 49.0%

Arranged by SMILES length (largest number first): part of the list above.
SMILES	NIH3T3 tox	Luciferase inh	IP6K1 inh	GPT2 inh	HEK293 tox	SNCA viab count	SNCA expr inhib
CSc1cccc(NC(=O)NC[C@H]2C[C@@H]3CCN2C[C@@H]3CN2CCC(Cc3ccccc3)CC2)c1	25.1µM*	11.3%	-10.3	1.4%	u	-0.4%	-0.6%
Cc1cccc(C(=O)N2[C@H]3CC[C@@H]2c2cnc(-c4ccccc4)nc2C3)c1	u	2.3%	16.5	i	u	2.1%	-27.7%
CC[C@H](O)C(C[C@H](C)N(C)C)(c1ccccc1)c1ccccc1	x	x	-15.7	4.6%[88.5 µM]	x	40.4%	49.0%
O=C1Nc2ccccc2C12CCN(Cc1cccnc1)CC2	-15.3%	x	-3.4	-2.5%	-0.3%	-8.6%	13.2%

Additional results follow.
SMILES	NIH3T3 tox	Luciferase inh	IP6K1 inh	GPT2 inh	HEK293 tox	SNCA viab count	SNCA expr inhib
CC[C@H]1CN2CC[C@H]1C[C@@H]2CNC(=O)c1ccccc1	-6.7%[230 µM]	4.4%[230 µM]	15.1	-3.1%[88.5 µM]	-5.7%[230 µM]	-8.3%[87.6 µM]	24.4%[87.6 µM]
COCCC(=O)N1CC(COC)C2(CCNCC2)C1 (stereo unspecified)	-7.4%	-1.1%	23.7	i	-0.4%	-5.3%	-6.0%
CC1=CC2OC3[C@H](O)C[C@@](C)([C@]34CO4)[C@@]2(CO)[C@H](O)C1=O (stereo partly specified)	x	x	6.4	i	x	u	x
Cc1ccncc1C(=O)N1[C@H]2CC[C@@H]1c1cnc(-c3ccccc3)nc1C2	u	10.9%	11.0	i	u	-0.3%	14.9%
COCC(=O)N1CCCC(C(=O)N2CCC(C#N)(c3ccccc3)CC2)C1 (stereo unspecified)	-4.3%	-0.1%	-10.8	-9.0%	1.5%	6.1%	-0.1%
Cn1cc(CN2CCN(C(=O)Cc3ccccc3)CC2)ccc1=O	i	1.6%	-7.4	i	0.1%	-12.9%	u
N#Cc1ccc(C(=O)N2C[C@@H]3C[C@H](C2)c2c(-c4cncnc4)ccc(=O)n2C3)cc1	2.3%[174 µM]	0.4%[172 µM]	8.5	-6.1%[88.5 µM]	4.9%[172 µM]	-1.6%[87.6 µM]	-6.7%[87.6 µM]
COc1cc2c(cc1OCC1CC1)NC(=O)C21CCN(C(=O)c2cccnc2)CC1	25.1µM*	-5.0%[172 µM]	-25.5*	-23.2%[88.5 µM]	-16.0%[172 µM]	7.5%[87.6 µM]	9.5%[87.6 µM]
Cc1cc(C)cc(C(=O)N2CCC3(CC2)c2nccn2-c2ccccc2CN3C)c1	-7.4%	1.8%	10.1	-5.7%	u	8.2%	-4.3%
COc1ccc(S(=O)(=O)NC[C@H]2C[C@@H]3CCN2C[C@@H]3CN2CCN(c3ncccn3)CC2)cc1	-16.4%	-2.6%	6.2	-28.4%	-16.2%	13.7%	-0.3%
O=C1NCc2ccccc2CC12CCCN2Cc1cccc(Br)n1 (stereo unspecified)	u	x	-22.6	-19.2%	u	-8.8%	-10.9%
Cc1ncc2c(n1)C[C@@H]1CC[C@H]2N1S(=O)(=O)c1ccc(F)cc1	-1.2%	1.7%	-3.0	i	-9.0%	-3.8%	-1.8%
C#C[C@H]1CN2CC[C@H]1C[C@@H]2CNS(=O)(=O)c1cccs1	-32.9%[174 µM]	-5.0%[172 µM]	-5.4	-18.1%[88.5 µM]	-14.4%[172 µM]	4.9%[87.6 µM]	22.4%[87.6 µM]
COc1ccc(CN2CCC3(CC2)C(=O)Nc2ccccc23)cc1	-3.8%	x	-11.9	-8.1%	-26.5%	-9.9%	19.0%
CC[C@H]1CN2CC[C@H]1C[C@H]2[C@H](O)c1ccnc2ccc(OC)cc12	x	x	33.0	-10.3%[27.3 µM]	x	16.2%	x
Cc1nnc(NC(=O)c2cccn(Cc3ccccc3F)c2=O)s1	x	x	15.7	x	x	-0.7%	64.6%[activator]
Cc1nc(-c2ccccc2)cc([C@H]2CN3CC[C@H]2C[C@@H]3CNC2CCN(C)CC2)n1	56.2µM*	-0.3%[172 µM]	8.8	-4.9%[88.5 µM]	28.2µM*	u	u
COc1ccc(OCC(=O)N2CCN(CCc3ccncc3)CC2)cc1	x	x	8.9	x	x	3.2%	-16.2%
CC(C)(C)NCC(O)c1cc(Cl)c(N)c(C(F)(F)F)c1 (stereo unspecified)	x	x	-4.7	i	x	-24.9%[23.9 µM]	-15.5%[25.6 µM]
Cc1ccc(-n2nccn2)c(C(=O)N2CCN(c3nc4cc(Cl)ccc4o3)CCC2C)c1 (stereo unspecified)	x	x	-2.4	i	x	-22.3%	x
CCC(=O)N1[C@H]2CC[C@@H]1c1cnc(-c3ccccc3)nc1C2	-22.5%	2.6%	2.4	-6.8%	-10.1%	-5.5%	9.4%
C=C1C2(C)CC3C(C)(O)C4=CC(=O)OC(C)(C)C4=CCC3(C)C13C(=O)OC(C)C3(O)C2=O (stereo unspecified)	x	x	-0.5	i	x	-5.4%[23.9 µM]	x
COc1cccc(C(=O)N2CCC3(CC2)NCc2ccccc2-n2ccnc23)c1	u	3.7%	39.8	-0.8%	-24.7%	6.7%	-8.3%
Cc1ccc2c(n1)N(C)[C@H](CO)CCN(CCC(C)C)C2	u	-5.1%[230 µM]	-5.5	-2.3%[88.5 µM]	u	2.9%[87.6 µM]	12.2%[87.6 µM]
O=c1[nH]c2ccccc2n1CCCN1CCC(n2c(=O)[nH]c3cc(Cl)ccc32)CC1	x	x	10.5	-8.5%&3.0%&-4.3%	x	-12.2%	-3.3%
COc1ccc2c(c1)C1(CCN(C(=O)c3ccccc3Br)C1)C(=O)N2 (stereo unspecified)	-7.6%	-24.2%	12.0	4.5%	u	4.3%	16.5%
COc1ccc(NC(=O)OC[C@H]2C[C@@H]3CCN2C[C@@H]3c2cc(C3CCCC3)nc(-c3ccncc3)n2)cc1	u	-5.6%	-12.3	i	14.1µM*	u	-1.7%
